# Screening data as filed in PubChem BioAssay.
# Phagocytosis inh: blocks phagocytosis by macrophages; J774A.1 macrophage IgG-bead phagocytosis, imaging; inhibition, % at 5 µM; 110,000 compounds, 0.07% hits;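 active means inhibition above the mean of the plate negative controls plus 5 SD, cut at about 13% in these data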;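 further: phagocytic index as fraction of beads internalized from green versus red external bead signal; plate controls were DMSO negative control for no effect and cytochalasin-D positive control for full effect; some results beyond the cut were filed as inactive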
# Yeast growth inh: yeast BB579 growth reduction in restrictive medium; S. cerevisiae BB579 growth, OD615, 48 h; inhibition, % at 10 µM; 140,000 compounds, 0.51% hits; AID 804;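 active means inhibition above a set limit, 3 SD over the mean compound inhibition, cut at about 44% in these data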; further: inactives centre near -24
#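 Assay system – yeast BB579 (DeaD) · Dosing – single compound dose of 10 µM, 0.25% DMSO final · Detection – OD615 turbidity measurement · Buffer or medium – CSMM-D restrictive synthetic medium containing dextrose (glucose) · Benchmarks – positive control amphotericin B 10 µg/mL · Incubation – 48 h exposure, 30 °C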
# HCT116 PTEN-null: PTEN-deleted cell growth suppression. 140,000 compounds, 1.2% hits. AID 827. HCT116 PTEN-null viability, CellTiter-Glo, 60 h; active compounds read low. viability, % at 10 µM;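 active means viability at or below a set limit, 4 SD under the median of all tested compounds, cut at about 3.7% in these data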;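 further: PTEN knockout HCT116 line with beta catenin targeted HCT116 as companion control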
# Measles CPE: protection of cells from measles virus. Measles virus-infected cells, CPE protection, absorbance. protection (pct of control), % at 4 µM. 140,000 compounds, 1.5% hits; in the data active means protection mostly above about 24%, no sharp cut-off; inactive means mostly below about 26%; further: some compounds called inactive have numbers as strong as hits
# GALR2 antag: GALR2 (human) receptor antagonism. GALR2-expressing cells, antagonist mode. inhibition, % at 4 µM. 140,000 compounds, 0.39% hits. AID 828; in the data active means inhibition above about 27%;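 further: cells stimulated with galanin 1-16 at roughly its EC80; 0% = agonist challenge control and 100% = basal control without agonist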
# Target sequence (O43603 whole entry, looked up): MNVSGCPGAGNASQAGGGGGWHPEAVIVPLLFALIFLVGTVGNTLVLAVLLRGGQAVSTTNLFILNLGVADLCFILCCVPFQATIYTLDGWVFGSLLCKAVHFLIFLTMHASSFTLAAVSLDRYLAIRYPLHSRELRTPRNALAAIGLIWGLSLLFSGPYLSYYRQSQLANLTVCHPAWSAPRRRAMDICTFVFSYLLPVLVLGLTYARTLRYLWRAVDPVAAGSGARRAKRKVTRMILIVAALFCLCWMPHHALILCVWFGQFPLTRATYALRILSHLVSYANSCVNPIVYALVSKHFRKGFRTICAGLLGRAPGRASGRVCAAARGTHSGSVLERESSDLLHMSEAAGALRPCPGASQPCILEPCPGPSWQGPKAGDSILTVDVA
# bCat KO growth: beta-catenin-lacking colon tumor cell growth suppression | 140,000 compounds, 1.5% hits | viability, % at 10 µM | HCT116 beta-catenin knockout viability, CellTiter-Glo, 60 h; active compounds read low;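 active means viability at or under a set limit, the compound median less 4 SD, cut at about 6% in these data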;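 further: 0% = Hyamine 1622 control at 20 µM and 100% = untreated cell control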
# E-sel TNF inh: blocks E-selectin expression induced by TNF alpha. 120,000 compounds, 0.71% hits. HUVEC TNFa-induced E-selectin immunofluorescence, high content. AID 1246. inhibition, % at 2 µM;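 active means inhibition above the batch mean plus 3 SD, and confirmed as a hit on visual image review, cut at about 43% in these data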;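 further: 0% = TNF-stimulated DMSO wells and 100% = unstimulated control wells; not every result past the cut was called active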
# MRP-1 activ: activates MRP-1; viability increase, % at 10 µM; AID 799; 140,000 compounds, 0.61% hits; H69AR cells + doxorubicin, viability rescue, CellTiter-Glo;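 active means viability gain under doxorubicin at or above a set limit, the compound median plus 3 SD, cut at about 4.7% in these data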;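 further: MRP-1 overexpressing cells given doxorubicin 25 µM after compound pretreatment; 18-22 h compound pretreatment then 72 h with doxorubicin before readout; 0% = doxorubicin-only wells and 100% = vehicle-treated cells without doxorubicin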
# Yeast life ext: extends the lifespan of yeast. S. cerevisiae growth with nicotinamide, OD615; deaD strain in restrictive glucose medium. inhibition of the nicotinamide effect, % at 10 µM. 130,000 compounds, 0.68% hits. AID 775;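 active means inhibition above a set limit, placed 3 SD over the median of all compounds, cut at about 26% in these data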;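 further: 0% = nicotinamide-treated wells and 100% = cells grown without nicotinamide; some compounds called inactive have numbers as strong as hits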
#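 Assay system: engineered S. cerevisiae DeaD replicative-lifespan strain, galactose-grown log-phase cells; Buffer or medium: CSMM-D glucose medium, restrictive; Probe or stimulus: nicotinamide 1.5 mM; Compound: single dose 10 µM compound, 0.25% DMSO; Schedule: 4 h preincubation then 48 h treatment at 30 °C; Technique: OD615 measurement.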
# NPY-Y2 antag: antagonists of human neuropeptide Y receptor Y2; AID 793; P49146; NPY-Y2 expressing cells, antagonist mode; 140,000 compounds, 0.99% hits; inhibition, % at 2.7 µM; in the data active means inhibition above about 17%;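 further: 0% = vehicle with agonist challenge and 100% = reference antagonist with challenge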
# Target sequence (P49146 whole entry, looked up): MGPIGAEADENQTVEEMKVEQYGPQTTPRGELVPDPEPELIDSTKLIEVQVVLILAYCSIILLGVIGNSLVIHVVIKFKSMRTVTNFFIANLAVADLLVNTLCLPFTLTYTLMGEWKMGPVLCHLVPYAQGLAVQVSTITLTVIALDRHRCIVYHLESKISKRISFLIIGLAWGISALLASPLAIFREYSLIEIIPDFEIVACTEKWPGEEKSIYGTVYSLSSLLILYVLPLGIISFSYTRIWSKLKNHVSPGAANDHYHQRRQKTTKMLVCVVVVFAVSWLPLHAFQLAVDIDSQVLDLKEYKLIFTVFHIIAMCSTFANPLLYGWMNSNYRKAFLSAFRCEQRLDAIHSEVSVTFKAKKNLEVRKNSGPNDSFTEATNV
# Starred values were filed as active, the others as inactive; . = no result given. Not a hit list; about 6.1% have a hit in one of these screens.
SMILES,Phagocytosis inh,Yeast growth inh,HCT116 PTEN-null,Measles CPE,GALR2 antag,bCat KO growth,E-sel TNF inh,MRP-1 activ,Yeast life ext,NPY-Y2 antag
Cc1c(C(=O)Nc2cccc3cccnc23)oc2ccccc12,1,-16,61,19,-7,62,-26,-2.1,1,1
O=C(O)c1cc(-c2ccc3c(c2)OCO3)nc2ccccc12,0,-18,102,13,6,88,21,-2.9,.,5
Cc1cc(OCCCC(=O)NC2=NCCS2)ccc1Cl,-1,-35,105,27,4,91,18,0.8,-12,5
COc1cc([N+](=O)[O-])ccc1NC(=O)CCCOc1cccc(C)c1C,0,10,90,18,-2,97,-30,-0.5,-8,11
COC(=O)CSc1nsc(SCC(=O)OC)c1C#N,-1,-18,101,5,4,101,-2,-1.2,-16,-2
O=c1[nH]ncn1-c1cccc(C(F)(F)F)c1,.,-27,91,3,10,97,18,0.6,-14,2
O=C(CCCCCn1c(=S)[nH]c2cc3c(cc2c1=O)OCO3)N1CCN(C(=O)c2ccco2)CC1,.,-32,88,6,5,96,-53,-3.5,-20,0
CCOC(=O)C1=C(C)N(C)C(C)=C(C(=O)OCC)C1c1ccccn1,1,13,89,10,12,90,1,1.0,-15,1
CCn1c(Cc2c(C)[nH]c3ccccc23)nnc1SCC(=O)NCc1ccccc1,1,-40,85,4,0,75,9,-1.2,-8,-1
COc1ccc(-n2c(SCC(=O)Nc3cc(C)on3)nc3ccc(O)cc3c2=O)cc1OC,-1,-16,93,1,-8,107,.,-0.5,-4,2
O=c1ccc(/C=C/c2ccccc2)nn1Cc1ccccc1Cl,-2,-43,96,17,-11,106,-11,0.8,0,8
CCN(CC)C(=O)COc1cccc2ccccc12,-1,-20,85,17,11,91,-9,-3.7,.,2
Cc1ccc2c(c1)N(CCC(=O)NCC1COc3ccccc3O1)C(=O)CO2 (centres undefined),0,-10,98,25,0,102,.,0.2,12,2
O=C(Nc1nccs1)c1ccc(-c2ccc(Cl)cc2Cl)o1,-7,-43,56,4,-4,65,-15,2.8,0,6
COc1cc(OCC(N)=O)cc(OC)c1OC,0,-4,98,21,-2,94,.,-0.5,0,-2

# A different layout for part of the listing above.
mol	Phagocytosis inh	Yeast growth inh	HCT116 PTEN-null	Measles CPE	GALR2 antag	bCat KO growth	E-sel TNF inh	MRP-1 activ	Yeast life ext	NPY-Y2 antag
COc1cc([N+](=O)[O-])ccc1NC(=O)CCCOc1cccc(C)c1C	0	10	90	18	-2	97	-30	-0.5	-8	11
COC(=O)CSc1nsc(SCC(=O)OC)c1C#N	-1	-18	101	5	4	101	-2	-1.2	-16	-2

# (list continues)
SMILES,Phagocytosis inh,Yeast growth inh,HCT116 PTEN-null,Measles CPE,GALR2 antag,bCat KO growth,E-sel TNF inh,MRP-1 activ,Yeast life ext,NPY-Y2 antag
CCC(C)Sc1nc2c(c(=O)[nH]c(=O)n2C)n1CC(O)COc1cccc2ccccc12 (centres undefined),1,-75,82,23,-7,82,-11,-2.7,-5,2
CCC1SC(=NC(=O)c2ccc(Cl)c(Cl)c2)NC1=O (centres undefined),-1,-21,101,8,3,104,-2,-1.1,-6,3
Cc1csc(N2CCc3ccccc32)n1,-1,-38,93,6,-2,101,1,-1.4,-23,-1
Cc1ccc(C2C(C#N)=C(N)N(c3ncn[nH]3)C3=C2C(=O)CC(C)(C)C3)cc1 (centres undefined),-1,-8,101,13,11,111,-15,0.8,-11,-3
Cc1ccc2[nH]c(O)c(N=NC(=O)C3CC3c3ccccc3)c2c1Br (centres undefined),.,-34,29,19,-6,22,.,-3.3,-2,1
CCOC(=O)c1sc(NC(=O)c2cccc(S(=O)(=O)N(CC)CC)c2)cc1C,1,-8,104,4,16,108,.,-1.1,-9,2
CC(Sc1n[nH]c(N)n1)C(=O)C12CC3CC(CC(C3)C1)C2 (centres undefined),0,-53,.,25,1,92,-39,1.5,-6,0
CCOC(=O)c1c(NC(=O)C2(C)Cc3ccccc3C(=O)O2)sc2c1CCCC2 (centres undefined),10,-34,83,4,-11,79,12,0.3,1,-1
O=C(NCc1ccccc1)NC1(C(=O)Nc2ccc3c(c2)OCCO3)CCCCC1,0,-31,84,6,0,87,.,-3.0,-9,3
Cc1ccc(-c2noc(CSc3nnc(Cc4cccs4)n3-c3ccccc3)n2)cc1,-1,-14,80,3,5,74,.,-2.8,3,7
O=C(Cc1c(C(=O)O)[nH]c2ccc(Cl)cc12)Nc1ccc2c(c1)OCCO2,-1,-28,94,23,-4,95,-23,-1.3,4,8
CCCNC(=O)c1ccccc1NC(=O)C1COc2ccccc2O1 (centres undefined),.,-32,91,15,1,92,-27,-3.5,-5,0
Cc1sc2ncn(CC(=O)NCC(=O)N(C)Cc3ccccc3)c(=O)c2c1C,.,-21,96,8,1,86,-9,-1.7,.,1

# 11 neighbouring compounds from above, for reference:
SMILES,Phagocytosis inh,Yeast growth inh,HCT116 PTEN-null,Measles CPE,GALR2 antag,bCat KO growth,E-sel TNF inh,MRP-1 activ,Yeast life ext,NPY-Y2 antag
CCC1SC(=NC(=O)c2ccc(Cl)c(Cl)c2)NC1=O (centres undefined),-1,-21,101,8,3,104,-2,-1.1,-6,3
Cc1csc(N2CCc3ccccc32)n1,-1,-38,93,6,-2,101,1,-1.4,-23,-1
Cc1ccc(C2C(C#N)=C(N)N(c3ncn[nH]3)C3=C2C(=O)CC(C)(C)C3)cc1 (centres undefined),-1,-8,101,13,11,111,-15,0.8,-11,-3
Cc1ccc2[nH]c(O)c(N=NC(=O)C3CC3c3ccccc3)c2c1Br (centres undefined),.,-34,29,19,-6,22,.,-3.3,-2,1
CCOC(=O)c1sc(NC(=O)c2cccc(S(=O)(=O)N(CC)CC)c2)cc1C,1,-8,104,4,16,108,.,-1.1,-9,2
CC(Sc1n[nH]c(N)n1)C(=O)C12CC3CC(CC(C3)C1)C2 (centres undefined),0,-53,.,25,1,92,-39,1.5,-6,0
CCOC(=O)c1c(NC(=O)C2(C)Cc3ccccc3C(=O)O2)sc2c1CCCC2 (centres undefined),10,-34,83,4,-11,79,12,0.3,1,-1
O=C(NCc1ccccc1)NC1(C(=O)Nc2ccc3c(c2)OCCO3)CCCCC1,0,-31,84,6,0,87,.,-3.0,-9,3
Cc1ccc(-c2noc(CSc3nnc(Cc4cccs4)n3-c3ccccc3)n2)cc1,-1,-14,80,3,5,74,.,-2.8,3,7
O=C(Cc1c(C(=O)O)[nH]c2ccc(Cl)cc12)Nc1ccc2c(c1)OCCO2,-1,-28,94,23,-4,95,-23,-1.3,4,8
CCCNC(=O)c1ccccc1NC(=O)C1COc2ccccc2O1 (centres undefined),.,-32,91,15,1,92,-27,-3.5,-5,0
